RNase H inhibition – RNase H inhibition, HIV 1 Gag Pol polyprotein, FRET biochemical assay, screening (AID 372). HIV-1 RT RNase H, FRET RNA/DNA substrate fluorescence; higher % means a stronger effect. inhibition, % at 10 µM, or IC50 in µM where a hit was titrated. 100,000 tested, 0.77% active; in the data active = inhibition above about 50%
Numbers without * were called inactive; & = joins results of further samples. These rows are one share of the data. The share of hits here may be higher or lower than overall.

SMILES | RNase H inhibition
CSCCC(/C(O)=C(\C#N)c1nc2ccccc2[nH]1)N1C(=O)c2ccccc2C1=O (centres undefined) | 0.0%
O=C(N/N=C/C=C/c1ccccc1)C(=O)N/N=C/C=C/c1ccccc1 | 0.0%
CC(=O)N1c2ccccc2NC2=C(C(=O)CC(C)(C)C2)C1c1ccc(C#N)cc1 (centres undefined) | 2.0%
N/C(=N\OC(=O)c1ccccc1F)c1ccc(Br)cc1 | 13.0%
CCCCOP(=O)(OCCCC)C(NS(=O)(=O)c1ccccc1)(C(F)(F)F)C(F)(F)F | 13.0%
CN(C1=C(Cl)C(=O)N(c2ccccc2)C1=O)c1ccccc1 | 13.0%
CCOc1ccc(NC(=O)c2c(Cl)cccc2Cl)cc1 | 5.0%
Cc1ccc(C)c(NC(=O)CN(c2ccc(F)cc2)S(=O)(=O)c2ccccc2)c1 | 4.0%
Cc1ccc(N2C(=O)CC(NCCc3ccccc3)C2=O)cc1Cl (centres undefined) | 3.0%
Cc1ccc(NC(=O)COC(=O)c2ccn(C)n2)cc1 | 14.0%
Cc1cc(C(=O)Nn2cnnc2)ccc1[N+](=O)[O-] | 16.0%
Cc1cc(Br)cc(C)c1NC(=O)c1ccc2c(c1)OCCO2 | 6.0%
CCOc1ccc(N2C(=O)CC(N3CCN(C(c4ccccc4)c4ccccc4)CC3)C2=O)cc1 (centres undefined) | 21.0%
COc1ccc(N(CC(=O)NCc2ccccn2)S(=O)(=O)c2ccc(OC)c(OC)c2)cc1 | 1.0%
Cc1cc[n+](CC(=O)c2ccc(C)c([N+](=O)[O-])c2)cc1 | 7.0%

The closing 2 records of the part above open the next one.
SMILES | RNase H inhibition
COc1ccc(N(CC(=O)NCc2ccccn2)S(=O)(=O)c2ccc(OC)c(OC)c2)cc1 | 1.0%
Cc1cc[n+](CC(=O)c2ccc(C)c([N+](=O)[O-])c2)cc1 | 7.0%
COc1ccc(C(=O)Nc2ccc(Cl)c(C(N)=O)c2)cc1 | 4.0%
O=C(Cc1ccccc1)Nc1ccc(C(=O)Nc2ccc(Cl)cc2Cl)cc1 | 59.0%*
CC1=C(C(=O)OC2CCCCC2)C(c2cccc(Br)c2)NC(=O)N1 (centres undefined) | 13.0%
Clc1ccccc1/C=N/N1CCN(Cc2cccc3ccccc23)CC1 | 13.0%
CCCOC(=O)C1=C(C)NC2=C(C(=O)CC(c3ccc(OC)cc3)C2)C1c1ccc(OCC)cc1 (centres undefined) | 44.0%
COc1cccc(C(=O)Nc2ccc3oc(-c4ccc(OC)c(Cl)c4)nc3c2)c1 | 25.0%
O=C1c2ccccc2NC(c2ccc(-c3ccccc3[N+](=O)[O-])o2)N1c1ccccc1 (centres undefined) | 18.0%
CCOc1cccc(OCCOCCOc2cccc(C)c2)c1 | 13.0%
COc1cccc2sc(NC(=O)/C=C/c3ccccc3)nc12 | 6.0%
COc1cc(/C=C2/SC(=S)N(Cc3ccccc3)C2=O)ccc1OCCCOc1ccccc1 | 16.0%
O=C(CCCN1C(=O)/C(=C\c2cccs2)SC1=S)Nc1cccnc1 | 5.0%
O=C(COc1ccccc1)Nc1ccc(-c2nc3ccccc3s2)cc1 | 28.0%
O=C(CN1C(=O)/C(=C\c2ccccc2Cl)SC1=S)Nc1cc(Cl)ccc1O | 29.0%
COc1ccc(-c2nnc(SCC(=O)O)n2N)cc1 | 10.0%
COc1ccc(Br)cc1/C=C/C(=O)Nc1cc(-c2nc3ccccc3o2)ccc1C | 36.0%
COc1ccc(Nc2nc(-c3c(C)nc4ncccn34)cs2)cc1 | 8.0%
Cc1oc2ccc(OCc3ccc([N+](=O)[O-])cc3)cc2c1C(=O)OC(C)C | 13.0%
O=C(COc1cc2oc(=O)c3c(c2cc1Cl)CCCC3)OCc1ccccc1 | 7.0%
CCOC(=O)C1=C(C)OC(N)=C(C#N)C1c1ccc(OCC)cc1 (centres undefined) | 4.0%
Cc1ccccc1S(=O)(=O)CC(SC#N)c1ccccc1 (centres undefined) | 2.0%
CCc1c(C)nc2ccc(OC)cc2c1Cl | 13.0%
COc1cc(/C=N\NC(=O)COc2ccc(C)cc2)ccc1OC(=O)c1cccs1 | 4.0%
Cn1c(-c2ccc(C=O)s2)nc2ccccc21 | 8.0%
O=C(NC(=S)N1CCOCC1)c1ccc(F)cc1 | 42.0%
COc1ccc(OC)c(C2c3[nH]c4ccccc4c3CCN2C(C)=O)c1 (centres undefined) | 15.0%
O=C(CSCc1cccc(Br)c1)N=Nc1c(O)[nH]c2ccccc12 | 16.0%
COc1cccc(NC(=O)C2C(c3ccccc3)=C2c2ccccc2)c1 | 0.0%
O=C(Nc1cccc(NC(=O)c2cccc3ccccc23)n1)c1cccc2ccccc12 | 24.0%
Cc1ccc(COc2c(Br)cc(/C=C(\C#N)c3nn(-c4ccccc4)c(N)c3C#N)cc2Br)cc1 | 26.0%
COC(=O)C1=C(C)N(c2ccc(Cl)cc2)C(=O)/C1=C\c1ccco1 | 0.0%
Cc1ccc(N(CN2C(=O)c3ccccc3C2=O)C(=O)c2ccccc2)cc1 | 1.0%
O=C1CC(N2CCN(c3ccccn3)CC2)C(=O)N1c1cccc(Br)c1 (centres undefined) | 8.0%
NC(=O)N/N=C/c1cccc(C(=O)O)c1O | 0.0%
Cc1ccc(Cl)cc1NC(=O)C(=O)NCc1ccco1 | 13.0%
COC(C(=O)N/N=C/c1cc(Br)c(C)o1)c1ccccc1 (centres undefined) | 24.0%
COc1cc(/C=C2\C(=O)NC(=O)N(c3ccc(F)cc3)C2=O)cc(I)c1OC | 11.0%
COc1ccc(/C=C2\SC(=S)N(CCC(=O)Nc3ccc(C)cc3C)C2=O)cc1 | 6.0%
O=C1NC(=O)/C(=C/c2cc(Cl)ccc2O)N1 | 25.0%
CN(C)c1ccc(-n2cccc2C=C2C(=O)NC(=S)NC2=O)cc1 | 31.0%
Cc1cc(C)c(S(=O)(=O)NCc2ccccn2)c(C)c1 | 5.0%
CC(=O)OCCCNC(=O)/C(=C\c1ccc2c(c1)OCO2)NC(=O)c1ccco1 | 14.0%
CCSC1C(C)=C(C)C(=O)N1C(C)(C)c1cc(Cl)cc(Cl)c1 (centres undefined) | 9.0%
Cc1cc([N+](=O)[O-])ccc1N/C=C(\C#N)c1nc(-c2cc3c(ccc4ccccc43)oc2=O)cs1 | 1.0%
CN(C)CCNC(=O)c1ccc(F)cc1 | 9.0%
CCOC(=O)C1=C(c2ccccc2)N=C2SCC(=O)N2C1c1ccccc1OC (centres undefined) | 1.0%
O=C(NCCC(c1ccccc1)c1ccccc1)c1cc2ccccc2oc1=O | 2.0%
CC(Oc1cccc2cccnc12)C(=O)NN (centres undefined) | 4.0%
CCOC(=O)C1=C(C)N=c2s/c(=C/c3cc(C)n(-c4ccc(Cl)cc4)c3C)c(=O)n2C1c1cccs1 (centres undefined) | 19.0%
COC(=O)c1cc(NC(=O)C2CCCC2)cc(C(=O)OC)c1 | 5.0%
CC(SCc1ccccc1)C(=O)NC(C(C)C)C(C)C (centres undefined) | 0.0%
Cc1ccc(N2CCN(/N=C\c3ccncc3)CC2)cc1 | 6.0%
COc1cc(OC)c(NC(=O)c2cccc(F)c2)cc1Cl | 5.0%
COc1cc(C(=O)N2CCN(Cc3ccccc3)CC2)c([N+](=O)[O-])cc1OC | 6.0%
Cc1ccc(-c2nc(=S)c3c(n2CCO)CCCC3)cc1 | 0.0%
COc1ccc(/C=C2/C(=O)NC(=O)N(c3ccc(C)cc3)C2=O)c2ccccc12 | 35.0%
Cc1cc(C(=O)Nc2ccc(NC(=O)c3ccccc3)cc2)ccc1[N+](=O)[O-] | 12.0%
CCOC(=O)CNC(=O)Cc1ccc([N+](=O)[O-])cc1 | 1.0%
C=CCNC(=O)C(=O)N/N=C/c1ccccc1Cl | 4.0%
O=C(COc1ccc(Cl)cc1Cl)NCc1ccccn1 | 0.0%
CN(CCc1ccccn1)Cc1cccc(F)c1 | 12.0%

Random excerpt: five compounds from above.
SMILES | RNase H inhibition
CN(CCc1ccccn1)Cc1cccc(F)c1 | 12.0%
CCOC(=O)CNC(=O)Cc1ccc([N+](=O)[O-])cc1 | 1.0%
Cc1ccc(N2CCN(/N=C\c3ccncc3)CC2)cc1 | 6.0%
COC(=O)c1cc(NC(=O)C2CCCC2)cc(C(=O)OC)c1 | 5.0%
COc1cc(OC)c(NC(=O)c2cccc(F)c2)cc1Cl | 5.0%

Of the compounds above, these have a thiophene ring, fused or not.
SMILES | RNase H inhibition
O=C(CCCN1C(=O)/C(=C\c2cccs2)SC1=S)Nc1cccnc1 | 5.0%
COc1cc(/C=N\NC(=O)COc2ccc(C)cc2)ccc1OC(=O)c1cccs1 | 4.0%
Cn1c(-c2ccc(C=O)s2)nc2ccccc21 | 8.0%
CCOC(=O)C1=C(C)N=c2s/c(=C/c3cc(C)n(-c4ccc(Cl)cc4)c3C)c(=O)n2C1c1cccs1 (centres undefined) | 19.0%

Next section:
SMILES | RNase H inhibition
O=C1NC(=O)/C(=C/c2ccc(-c3cc(Cl)ccc3Cl)o2)N1 | 43.0%
Cc1ccc(S(=O)(=O)N(CC(=O)Nc2cccc(C)c2)c2cccc(Cl)c2C)cc1 | 26.0%
CC(=NC1CCCC1)c1c(C)[nH]n(-c2ccc([N+](=O)[O-])cc2)c1=O | 0.0%
COc1ccc(-c2cc(C(F)(F)F)n3nc(C(=O)Nc4ccc(C(C)=O)cc4)c(Cl)c3n2)cc1 | 5.0%
Clc1ccc(-c2nc(Cc3ccccc3Cl)no2)cc1 | 9.0%
CCCCN(CCCC)C(=O)c1ccc(Cl)cc1Cl | 3.0%
C=CC1Oc2ccc(Cl)cc2NC12C=C(C(C)(C)C)C(=O)C(C(C)(C)C)=C2 (centres undefined) | 17.0%
CCOC(=O)c1c(C)[nH]c(C)c1-c1ccccc1Cl | 8.0%
OC1CC(c2ccccc2)NC2(CCCCC2)C1 (centres undefined) | 2.0%
COc1ccc(NC(=O)c2ccc(Cl)c(Cl)c2)c(OC)c1 | 2.0%
O=C(O)CSc1nncc2ccccc12 | 47.0%&9.0%
CCN(CC)C(=O)C(=O)N/N=C/c1cccs1 | 15.0%
N/N=C1\CCCc2c1[nH]c1ccc(C3CCCCC3)cc21 | 6.0%
O=C(Oc1ccc(Br)c2ccccc12)N1CCOCC1 | 43.0%
O=C(Nc1cccc(O)c1)c1cc2nc(-c3ccc(F)cc3)cc(C(F)(F)F)n2n1 | 19.0%
CCCCn1c(=N)n(CC(=O)c2cccs2)c2ccccc21 | 8.0%
Cc1cc(C)cc(OCCOc2ccc(Cl)cc2/C=C2\SC(=S)NC2=O)c1 | 28.0%
O=C(Nc1ccc(-c2nc3ccccc3[nH]2)cc1)c1ccc(F)cc1 | 30.0%
O=C(O)c1cc2cc([N+](=O)[O-])ccc2cc1O | 11.0%
COc1ccc(CNC(=O)c2ccc(C)cc2)cc1 | 15.0%
O=S(=O)(c1ccccc1)N1CCN(Cc2ccccc2F)CC1 | 1.0%
c1cc(CSc2nc3ccccc3o2)nc(CSc2nc3ccccc3o2)c1 | 0.0%
COc1cc(/C=C2/SC(=S)NC2=O)ccc1OCc1ccccc1C | 25.0%
CC(=O)C1=C(C)NC(SCC(=O)c2ccc(C)cc2)=C(C#N)C1c1cccs1 (centres undefined) | 21.0%
Cc1ccc(C2=C/C(=C\c3ccc(-c4ccccc4C(=O)O)o3)C(=O)O2)cc1 | 9.0%
COCCOC(=O)C1=C(C)NC2=C(C(=O)CC(c3ccccc3)C2)C1c1ccc(OC)cc1 (centres undefined) | 0.0%
CC1=CC(C)(C)Nc2cc(C(C)(C)C)c(O)cc21 | 0.0%
O=C1CC(Cc2ccc(Cl)cc2)C(=O)N1c1ccc(Cl)c(Cl)c1 (centres undefined) | 19.0%
O=C(NCC1CCCO1)NC1CCCCC1 (centres undefined) | 4.0%
CCOc1ccc(C(=O)N2CCN(c3ccc([N+](=O)[O-])cc3Cl)CC2)cc1 | 22.0%
Cc1cc(=O)[nH]c(SCCOc2ccccc2C)n1 | 5.0%
CCC(=O)N1CCN(c2cc(N3CCCCC3)c(F)cc2[N+](=O)[O-])CC1 | 19.0%
Cc1ccc(/C=C2\SC(=S)N(CCC(=O)N3CCCC3)C2=O)cc1 | 20.0%
CCOc1cc(C(=O)Nc2sc(C(=O)N(CC)CC)c(C)c2C(=O)OC(C)C)cc(OCC)c1OCC | 19.0%
O=C(NC(=S)Nc1cccc(-c2nc3ccccc3o2)c1)c1ccco1 | 15.0%
Cc1cc2nc(-c3ccc(NC(=O)c4ccc5c(c4)OCCO5)cc3O)oc2cc1C | 13.0%
COc1ccc(C(=O)Nc2ccc(N3CCCCC3)cc2)cc1[N+](=O)[O-] | 24.0%
O=C(Cc1ccccc1Cl)c1ccc(O)c(O)c1O | 2µM*
Cc1cc(C)nc(/N=C(/N)Nc2ccccc2O)n1 | 7.0%
O=C(Nc1cccc(-c2nc3ccccc3[nH]2)c1)c1cccs1 | 3.0%
O=C1CSC(=O)N1CNc1cccc2ccccc12 | 16.0%
COc1ccc(/C=C2\CCCC3C2=NN(C(=O)c2ccco2)C3c2ccc(OC)c(OC)c2)cc1OC (centres undefined) | 32.0%
Cc1ccc(-c2csc(N)c2C(=O)OC(C)C)cc1 | 5.0%
CCOc1ccc(C2C(C(=O)OC(C)C)=C(C)NC3=C2C(=O)CC(c2ccc(OC)cc2)C3)cc1OC (centres undefined) | 13.0%
COc1ccc(NC(=O)/C=C/c2ccco2)cc1OC | 7.0%
CCOc1cccc(N2C(=O)/C(=C\c3ccc(-c4ccc([N+](=O)[O-])cc4C)o3)C(=O)NC2=S)c1 | 13.0%
Cc1cc(C(=O)N2CCN(Cc3ccccc3)CC2)ccc1[N+](=O)[O-] | 4.0%
O=C(Nc1nnc(-c2ccc(Cl)c(Cl)c2)s1)Nc1ccc(Cl)cc1Cl | 7.0%
COC(=O)c1ccc(-n2ncnc2-c2ccc(Br)cc2)cc1 | 4.0%
CC(=O)c1cccc(NC(=O)c2nn3c(C(F)(F)F)cc(-c4ccco4)nc3c2Cl)c1 | 6.0%
C/C(=N\Nc1cc(N2CCOCC2)ncn1)c1ccc(I)cc1 | 15.0%
CN(CP(=O)(O)CCc1ccccc1)S(C)(=O)=O | 6.0%
CC(C)(C#CCN1CCOCC1)OCCC#N | 22.0%
COc1ccccc1N1N=C(c2ccccc2)CC1c1ccccc1 (centres undefined) | 7.0%
